# USP2a inh = qHTS Assay for Inhibitors of Ubiquitin-specific Protease USP2a Using CHOP2 as the Reporter. Ubiquitin carboxyl-terminal hydrolase 2 (Homo sapiens), O75604. USP2 core, Ub-CHOP2 coupled fluorogenic reporter, 485/531. Potency, µM (titrated, usually from 38.3 µM), for inactives: at the top dose activity change, negative = inhibition, actives largely listed as inhibitors. 0.01% of 330,000 active. AID 463254, 2010;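 note: potency is the fitted concentration of half-maximal effect; plate controls were DMSO wells for no effect and full inhibition by NEM control for full effect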
#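 Cell-free coupled assay: 10nM USP2 core preincubated 30min RT with compound in Tris-HCl pH 8.0/CaCl2/CHAPS buffer, then 25nM Ub-CHOP2 and 25nM reporter substrate; fluorescence (Ex 485/Em 531) read after 60min RT, normalized to NEM inhibition, concentration-response curves fitted.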
# Eya2 phos inh = qHTS Assay for Inhibitors of the Phosphatase Activity of Eya2; Protein phosphatase EYA2 (Homo sapiens), O00167; recombinant Eya2, OMFP fluorescence dephosphorylation (OMFP is methylfluorescein phosphate); Potency, µM (series often up to 76.9 µM), inactives show at the top dose activity, negative = inhibition, actives largely listed as inhibitors; 0.006% of 330,000 active; note: potency is the fitted concentration of half-maximal effect; % is set by controls: 0 for no effect and ±100 for the full control effect
# Target sequence (O00167 whole entry, looked up): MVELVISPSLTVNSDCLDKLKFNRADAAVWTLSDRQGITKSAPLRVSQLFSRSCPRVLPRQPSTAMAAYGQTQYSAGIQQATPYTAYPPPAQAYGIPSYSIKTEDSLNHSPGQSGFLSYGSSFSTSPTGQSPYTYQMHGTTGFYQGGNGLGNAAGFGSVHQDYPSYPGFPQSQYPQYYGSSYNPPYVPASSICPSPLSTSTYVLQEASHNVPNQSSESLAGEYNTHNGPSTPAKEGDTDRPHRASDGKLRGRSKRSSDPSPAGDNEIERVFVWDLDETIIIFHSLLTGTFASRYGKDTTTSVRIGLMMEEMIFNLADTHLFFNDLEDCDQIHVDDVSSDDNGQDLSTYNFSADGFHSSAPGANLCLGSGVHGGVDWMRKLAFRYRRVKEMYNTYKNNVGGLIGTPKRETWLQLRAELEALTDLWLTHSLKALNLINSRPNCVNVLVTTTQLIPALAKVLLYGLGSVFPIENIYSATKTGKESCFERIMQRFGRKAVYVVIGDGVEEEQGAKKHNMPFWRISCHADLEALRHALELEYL
#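 Eya2 (0.2 uM) preincubated 10 min at ambient with compound, then OMFP substrate added at 50 uM; 10 min reaction in 50 mM HEPES pH 7.5, 50 mM NaCl, 5 uM MgCl2, 0.05% BSA, 1 mM DTT. Fluorescence read at Ex 485/Em 525 nm.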
# PKM2 activator = qHTS Assay for Activators of Human Muscle isoform 2 Pyruvate Kinase; purified PKM2, Kinase-Glo ATP luminescence, activation; response scale: 0% is enzyme alone, no compound; Potency, µM (titrated, usually from 57.5 µM), without a hit: at the highest dose activation, usual class: activators; 0.34% of 260,000 active; note: potency is the fitted concentration of half-maximal effect; % is set by controls: 0 for no effect and ±100 for the full control effect; nearly all actives have a fitted effect of over 55% in size
#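 Kinase-Glo luminescence reports ATP generated from ADP (0.1 mM) and PEP (0.5 mM) by purified hPK-M2 after 1 h at room temperature, pH 7.2 imidazole buffer; intermediate enzyme activity allows detecting inhibitors and activators.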
# ASM inhibitor = Inhibitors of Secretory Acid Sphingomyelinase (S-ASM): qHTS; Potency, µM (doses to about 57.5 µM), without a hit: at the top dose activity change, negative = inhibition, most hits filed as inhibitors; 0.006% of 340,000 active; placental ASM, HMU-PC fluorogenic substrate, 60 min; Sphingomyelin phosphodiesterase (Homo sapiens), P17405; note: potency is the fitted concentration of half-maximal effect
#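 Fluorogenic HMU-PC substrate (9 uM final) is turned over by placental ASM in 60 min at 37 C after a 10 min compound preincubation. Reaction ended by alkaline stop (pH 10), with fluorescence read at 386/447 nm.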
# GALK inhibitor = qHTS Assay for Inhibitors of Human Galactokinase (GALK); P51570; Purified GALK, Kinase-Glo residual ATP luminescence; 0.007% of 270,000 active; Potency, µM (top dose mostly 57.5 µM), inactives show top-dose activity change, negative = inhibition, most hits filed as inhibitors; AID 1868, 2009; note: potency is the fitted concentration of half-maximal effect; % is set by controls: 0 for no effect and ±100 for the full control effect
# Target sequence (P51570 whole entry, looked up): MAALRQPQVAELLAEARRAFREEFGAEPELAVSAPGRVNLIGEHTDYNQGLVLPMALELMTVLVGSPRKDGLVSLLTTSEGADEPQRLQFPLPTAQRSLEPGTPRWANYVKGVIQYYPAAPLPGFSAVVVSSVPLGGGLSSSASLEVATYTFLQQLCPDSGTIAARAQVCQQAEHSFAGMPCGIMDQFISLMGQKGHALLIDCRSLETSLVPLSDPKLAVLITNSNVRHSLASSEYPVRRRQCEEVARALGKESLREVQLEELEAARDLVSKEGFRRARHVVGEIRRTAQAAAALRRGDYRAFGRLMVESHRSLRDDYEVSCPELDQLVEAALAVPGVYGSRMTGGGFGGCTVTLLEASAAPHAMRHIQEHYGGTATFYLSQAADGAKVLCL
#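 Galactose (100 uM) and ATP (35 uM) were turned over by 5 nM GALK for 1 h at RT. Kinase-Glo Plus then converted the remaining ATP into a luminescent signal.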
# Mito fusion yeast = qHTS Assay for Small Molecule Inhibitors of Mitochondrial Division or Activators of Mitochondrial Fusion. AID 485298, 2010. Potency, µM (top dose mostly 46.1 µM), for inactives: at the top dose growth rescue (activation), usual class: activators. S. cerevisiae fusion-defective mutant growth rescue, CellTiterGlo 48 h. 0.23% of 320,000 active;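 note: potency is the fitted concentration of half-maximal effect; % of control where 0% means no effect; nearly all actives have a fitted effect of over 45% in size; temperature-sensitive fusion mutants such as fzo1-1 at 37 °C on non-fermentable ethanol glycerol medium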
#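 Read-out: ATP-based luminescence (CellTiterGlo, 10 min ambient) reporting growth of fusion-defective ts yeast after 48 hours at 37C on glycerol/ethanol YPEG medium in the presence of compound.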
# TSHR antagonist = Antagonists of the Thyroid Stimulating Hormone Receptor: HTS campaign; 0.2% of 330,000 active; TSHR-expressing cells, TSH-stimulated cAMP HTRF, 2 h; active compounds read low; activity change, negative = inhibition, % at 11.5 µM;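 active = activity change below a set negative limit, meaning inhibition stronger than a set level, cut at about -70% in these data; inconclusive = activity change between two set negative limits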; note: % is set by controls: 0 for no effect and ±100 for the full control effect
#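 Cell-based HTRF cAMP assay; TSHR cells + compound, TSH EC80 (4nM final), 2 h, 37 deg C. Lysis with anti-cAMP cryptate and cAMP-d2, 30 min RT, read 665/620 nm.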
# Menin MLL FP TR = qHTS Assay for Inhibitors Targeting the Menin-MLL Interaction in MLL Related Leukemias: Competition With Texas Red Labeled MLL-derived Mutant Peptide; Menin + Texas Red MLL mutant peptide, fluorescence polarization; Potency, µM (series often up to 61.6 µM), inactives show top-dose FP activity change, negative = inhibition, usual class: inhibitors; 0.23% of 270,000 active; active = well fitted inhibition curve with a large enough effect in the polarisation, with a control signal flat, not every such curve was filed as active; inconclusive = small, poorly fitted or top-dose-only effect, or effect the other way, or a change in a side signal; inactive = no such curve, though single readings can be large or run the other way; the % refers to the polarisation; note: potency is the fitted concentration of half-maximal effect; % of control where 0% means no effect; many of its hits are not listed in these tables
# hERG WT inh = qHTS for Inhibitors of KCHN2 3.1: Wildtype qHTS | Voltage-gated inwardly rectifying potassium channel KCNH2 (Homo sapiens), Q12809 | U2OS, BacMam KCNH2, thallium flux FluxOr; active compounds read low | activity change, % at 1.84 µM | 0.37% of 340,000 active | AID 720551, 2013;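 active = maximum activity change below -70%; inconclusive = maximum activity change between -70% and -50%; inactive = maximum activity change above -50%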; note: % is set by controls: 0 for no effect and ±100 for the full control effect
#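 U2OS cells were transduced with wild-type KCNH2 virus (2.03 x 10^8 / mL) for 4 h at room temperature, then cultured overnight at 37 C. Thallium flux was read with FluxOr dye. Rate constants were normalized to DMSO controls.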
# Chronic BCR inh = qHTS Assay to Find Inhibitors of Chronic Active B-Cell Receptor Signaling; ABC-DLBCL IkBa-CBG/CBR reporter, luminescence ratio, 4 h; Potency, µM (doses to about 46.1 µM), inactives show top-dose ratio change, negative = lower green/red ratio, hits mostly inhibitors; 0.05% of 340,000 active; active = well fitted inhibition curve with a large enough effect in the signal ratio, with a control signal flat, not every such curve was filed as active; inconclusive = small, poorly fitted or top-dose-only effect, or effect the other way, or a change in a side signal; the % refers to the signal ratio;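 note: potency is the fitted concentration of half-maximal effect; plate controls were basal doxycycline-induced cells for no effect and cells given 10 µM MG132 for full effect; MG132 reads +100%, hits lower the ratio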
#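 TMD8 ABC-DLBCL cells carrying doxycycline-inducible green luciferase fused to IkappaBalpha plus unfused red luciferase were exposed to compounds (up to 46 uM) for 4 hrs at 37C. Activity came from the overlap-corrected green/red luminescence ratio.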
# MBNL1-CUG inh = qHTS Assay for Inhibitors of MBNL1-poly(CUG) RNA binding; Muscleblind-like protein 1 (Homo sapiens), Q9NR56; TR-FRET MBNL1-His/biotin-(CUG)12 binding, 665/545 ratio; Potency, µM (titrated, usually from 57.5 µM), without a hit: at the highest dose activity change, negative = inhibition, most hits filed as inhibitors; 0.036% of 280,000 active; AID 2675, 2010; active = well fitted inhibition curve with a large enough effect in the signal ratio, with a control signal flat, not every such curve was filed as active; inconclusive = small, poorly fitted or top-dose-only effect, or effect the other way, or a change in a side signal; inactive = no such curve, though single readings can be large or run the other way; the % refers to the signal ratio; note: potency is the fitted concentration of half-maximal effect; % is set by controls: 0 for no effect and ±100 for the full control effect
#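 TR-FRET readout: Ex 340 nm, 665/545 nm emission ratio, normalized to buffer-only (basal) and MBNL1-(CUG)12 controls. Complex of MBNL1-His with Biotin-(CUG)12, compounds 92 nM–58 uM, incubated 60 min at room temperature.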
# An asterisk follows results filed as active; ? = inconclusive; . = not tested or not shown; [ ] = another dose, or the depositor's remark. Unless noted, calls come from the whole dose curve; as a rule, active = well fitted curve in the direction sought with a large enough effect; inconclusive = small, poorly fitted or top-dose-only effect, or another doubt; inactive = no such curve, though single readings can be large; an effect the other way counts as inactive or inconclusive. This is a subset. The share of hits here may be higher or lower than overall.
SMILES,USP2a inh,Eya2 phos inh,PKM2 activator,ASM inhibitor,GALK inhibitor,Mito fusion yeast,TSHR antagonist,Menin MLL FP TR,hERG WT inh,Chronic BCR inh,MBNL1-CUG inh
Cc1ccc(NC(=O)CC2S/C(=N/c3nccs3)N(C)C2=O)c(C)c1 (stereo not drawn),3.3%,36.3%,2.0%,-1.3%,1.7%,4.1%,16.7,-5.2%,12.0,11.9%,-4.7%
COc1ccc(/C=C2\SC(=O)N(CCC(=O)Nc3ccc(S(=O)(=O)Nc4nccs4)cc3)C2=O)cc1,?,-1.9%,9.9%,-6.9%,-2.7%,-0.8%,-4.1,?,-0.8,?,.
CCOC(=O)C1CCN(c2c(NCCCN3CCCCC3)c(=O)c2=O)CC1,-1.1%,10.3%,-5.0%,-2.7%,.,0.2%,-2.4,.,-11.3,-0.5%,-7.4%
COC(=O)c1ccccc1N(C)S(C)(=O)=O,4.4%,4.7%,8.5%,3.9%,0.2%,0.0%,4.0,6.5%,0.5,?,-1.8%
O=C1NCC(COc2ccc([N+](=O)[O-])cc2)O1 (stereo not drawn),-6.3%,5.4%,.,-0.7%,.,-4.9%,-5.8,8.2%,-3.8,-0.5%,?
CS(=O)(=O)N(CC(=O)N1CCN(c2cccc(Cl)c2)CC1)c1cccc(F)c1,2.5%,-5.1%,-5.6%,-5.0%,0.8%,1.0%,7.6,-2.6%,-5.2,-4.1%,0.4%
O=P(OC1CCCCC1)(OC1CCCCC1)C(O)c1ccc(Cl)cc1Cl (stereo not drawn),7.5%,-5.5%,-2.7%,-3.7%,-3.6%,-1.1%,6.5,1.4%,-29.1,?,0.4%
O=C(Nc1ccncc1)c1ccccc1-c1ccccc1,0.9%,7.7%,3.6%,-0.1%,-0.4%,-0.1%,3.3,13.2%,-1.9,3.1%,-4.2%
O=C(Nc1nc2c(s1)CN(Cc1ccccc1)CC2)c1cccc(S(=O)(=O)N2CCc3ccccc32)c1,?,23.3%,1.9%,92.7%,2.1%,0.4%,-14.0,7.08µM*,-12.4,8.0%,.
c1ccc(-c2cn(-c3ccccc3)c3[n+]2CCCS3)cc1,4.6%,3.8%,-1.3%,-3.7%,0.0%,-1.6%,-1.8,.,-5.2,-0.8%,9.1%
CCOc1cc(NC(=S)NCCCN(C)C)c(OCC)cc1NC(=O)c1cccs1,-0.6%,0.3%,2.1%,-2.7%,2.3%,-3.9%,-4.2,-13.7%,5.0,16.7%,.
COc1ccc(N2CC(C)Cn3c2nc2c3c(=O)n(CCc3ccccc3)c(=O)n2C)cc1 (stereo not drawn),0.5%,-1.8%,-6.2%,2.2%,0.9%,1.4%,-5.2,6.9%,3.5,-0.6%,-3.1%
COc1cc(C(=O)N/N=C/c2cn(Cc3cccc(F)c3)c3ccccc23)ccc1O,-0.3%,-11.3%,2.2%,-13.2%,-1.0%,-0.9%,-5.6,?,18.9,?,5.7%
CC(C)(C)C1=CC(=O)C(N2CCOCC2)=CC1=O,-1.1%,4.1%,22.0%,-5.1%,-1.5%,18.6%,15.9,-4.6%,-8.3,-0.5%,?
Cc1ccc(S(=O)(=O)N(C)C)cc1NC(=O)COC(=O)c1n[nH]c(=O)c2ccccc12,0.1%,11.8%,-2.1%,4.3%,4.8%,-7.3%,3.7,-1.9%,-10.7,-2.5%,9.6%
CCOc1ccc(C(=O)/C=C/Nc2ccc(S(=O)(=O)Nc3cc(C)nc(C)n3)cc2)cc1,-1.9%,6.5%,-2.3%,244.2%[activator][11.5 µM],16.8%,10.8%,-4.9,2.8%,-6.4,?,87.0%[activator]
COc1ccc(N2CC(C(=O)N(C)CC(=O)Nc3ccc(Cl)c(C(F)(F)F)c3)CC2=O)c(OC)c1 (stereo not drawn),3.3%,-27.1%,.,1.4%,.,-11.9%,15.4,.,-1.7,?,.
CC(OC(=O)CCCSc1nc2ccccc2s1)C(=O)NC(N)=O (stereo not drawn),1.1%,-19.0%,1.0%,-4.4%,11.2%,-0.6%,1.1,33.6%[activator],-0.2,?,-1.8%
CCN(CC)c1ccc(/C=C2\C(=O)N(c3nnc(C)c(=O)[nH]3)N=C2C)cc1,2.4%,2.0%,1.0%,-4.3%,-3.6%,-2.5%,-4.9,.,-33.4,6.5%,31.6%[activator]
Cc1nc(N)nc(SCc2ccc([N+](=O)[O-])cc2)c1N,7.1%,0.6%,.,-3.2%,1.9%,2.3%,0.0,-6.7%,7.3,?,?
O=C(NCCCc1ccccc1)C1CCN(S(=O)(=O)c2ccc(F)cc2)CC1,3.7%,-1.3%,.,-1.3%,-7.3%,5.8%,2.0,.,-2.0,-1.3%,1.2%
CCC(C)C(=O)Nc1ccc(S(=O)(=O)Nc2nccs2)cc1 (stereo not drawn),0.7%,-7.5%,10.8%,3.9%,-2.6%,-0.8%,73.9,5.0%,2.0,-2.1%,-12.0%
O=C(CCS(=O)(=O)c1ccc(Cl)cc1)Nc1ccccc1Br,5.8%,2.6%,.,1.5%,.,16.4%,0.8,?,1.1,?,2.2%
COc1ccc(CNC(=O)/C=C/c2ccccc2[N+](=O)[O-])cc1,0.0%,-2.5%,-2.2%,-0.5%,-1.7%,-0.4%,1.7,6.6%,.,0.6%,?
O=S(=O)(c1ccccc1)c1cc(O)ccc1O,1.3%,19.2%,17.1%,4.9%,-0.3%,-2.8%,-4.5,0.6%,-23.1,-9.6%,-0.6%
O=C(COC(=O)Cn1cnc2ccccc21)Nc1cccc([N+](=O)[O-])c1,-3.0%,-0.2%,6.6%,-15.4%,1.0%,-1.1%,-1.7,13.3%,-1.0,-0.1%,?
COc1ccc(S(=O)(=O)N2CCN(C(=O)CCSc3ccccc3)CC2)cc1,0.1%,6.5%,.,-3.8%,.,11.9%,-14.8,.,-1.3,0.4%,.
CNc1ccccc1C(=O)OCC(C)=O,-3.5%,7.8%,-3.1%,.,.,-0.4%,-1.8,0.4%[11.7 µM],-4.6,-3.2%,1.9%
Cc1nc2ccccn2c1C(=O)NNS(=O)(=O)c1ccc(Cl)cc1,-0.3%,8.4%,4.6%,1.9%,.,3.2%,14.6,.,2.3,4.0%,-4.6%
COc1ccc(S(=O)(=O)N2CCCCC2)cc1NC(=O)CSc1ncccn1,-0.1%,-24.7%,.,-6.1%,.,3.1%,-4.9,.,-1.8,-1.8%,.
Cc1nn(-c2ccccc2)c2c1C(c1ccc(O)c(O)c1)N1C(=N2)C(Nc2ccccc2)=Nc2ccccc21 (stereo not drawn),-0.6%,1.1%,5.5%,16.7%,-3.1%,26.2%,-16.1,?,-27.3,11.5%,6.0%
COc1ccc(/C=N/N2CCOCC2)cc1COc1ccc(Cl)cc1,2.5%,-2.1%,2.4%,-0.5%,-1.8%,21.0%,0.8,0.8%,-8.6,-0.7%,.
CC(OC(=O)CN1C(=O)NC2(CCCC2)C1=O)c1ccc(F)cc1 (stereo not drawn),2.6%,-5.4%,.,-1.4%,.,4.9%,6.8,.,-3.7,1.6%,.
Cc1ccc(N(Cc2cc(=O)[nH]c3ccccc23)C(=O)C(C)C)c(C)c1,0.6%,-7.4%,.,-3.9%,.,-14.6%,-26.2,?,0.0,?,0.4%

# Screening results: PubChem, National Center for Advancing Translational Sciences (NCATS)
